Compound activity (PubChem BioAssay)
ER stress surv – ER stress cell death inhibition. CSM14.1 thapsigargin ER stress survival, ATP luminescence. relative survival (cellular ATP), % at 15 µg/mL (by protocol). 48,000 tested, 0.33% active. AID 1010;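 active = survival measured by cellular ATP above 50% at 15 µg/ml in the first screen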;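 note: cell death triggered by about 15 µM thapsigargin; ATP read 24 h after thapsigargin was added; plate controls were thapsigargin with DMSO for no effect and DMSO without thapsigargin for full effect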
* hit, by the source's call.

compound | ER stress surv
COc1ccc(Br)cc1C(=O)Nc1ccc(-c2nc3ccccc3o2)cc1 | -5
CN(C)c1cc(N/N=C/C=C/c2ccccc2)nc(N(C)C)n1 | 4
COc1cccc(NC(=O)C(=O)N/N=C/c2ccc(OC)cc2OC)c1 | 3
CCCCOC(=O)c1ccc(NC(=O)c2ccc(-c3cccc([N+](=O)[O-])c3)o2)cc1 | 1
Cc1ccc(C23CC4CC(CC(C(=O)NCc5ccccc5)(C4)C2)C3)cc1 | 3
O=[N+]([O-])c1ccc(N2CCN(S(=O)(=O)c3ccccc3)CC2)c2cccnc12 | 1
O=C(O)c1ccccc1/C=C1/SC(=S)N(c2cccc(Cl)c2)C1=O | 13
Cc1cccc(CC2CC(=O)N(c3ccc(/C=C/C(=O)O)cc3)C2=O)c1 (stereo not drawn) | 2
O=C(CCC(=O)Nc1ccccc1)NCCO | -1
CCOc1ccccc1NC(=O)CCCOc1ccc(Cl)cc1Cl | 2
Oc1ccccc1/C=N/Nc1nc(N2CCCC2)nc(N2CCCC2)n1 | 5
COc1ccccc1NC(=O)C(=O)N/N=C/c1ccc2c(c1)OCO2 | 23
CCOc1ccc(Nc2nc(-c3c(C)nc4sccn34)cs2)cc1 | 93*
COC(=O)c1ccccc1NC(=O)CN(c1ccc(OC)cc1)S(=O)(=O)c1ccc(C)cc1 | 8
CC1CCc2c(sc(NC(=O)C3CC3)c2C(=O)OC(C)C)C1 (stereo not drawn) | 5
COc1ccc(CCNC(=O)C(=O)NCC(C)C)cc1 | 6
O=C(Nc1cc(C(F)(F)F)ccc1Cl)c1ccccc1I | 6
O=C(c1ccc2ccccc2n1)N1CCOCC1 | 15
Cc1cc(C)nc(SCC(=O)Nc2nncs2)n1 | 6
COc1ccc(C)cc1NC(=O)C(=O)NCc1cccnc1 | 14
O=C(Cn1cnc([N+](=O)[O-])n1)Nc1ccc(Br)cc1 | -2
COc1ccc(C(=O)Nc2ccc(C)c(Cl)c2)cc1OC | -2
CCOc1ccc(NC2CC(=O)N(c3ccccc3F)C2=O)cc1 (stereo not drawn) | 10
CCOC(=O)c1c(NC(=O)CNCc2ccccc2)sc2c1CCCCC2 | 7
COc1ccccc1/C=N/Nc1nc(-c2ccccc2)nc(C)c1C | 10
O=[N+]([O-])c1cc(-n2ncnc2-c2ccc(Cl)cc2)ccc1F | 0
COc1ccc(C(=O)Nc2ccc(N(C)C(C)=O)cc2)cc1 | 0
CS(=O)(=O)N(Cc1ccc(C(=O)N[C@@H]2CCCC[C@H]2O)cc1)c1ccccc1 | 8
CN(C)c1ccc(C2Nc3ccc(C(=O)c4ccccc4)cc3NC3=C2C(=O)CCC3)cc1 (stereo not drawn) | 97*
O=C(COc1ccc2ccccc2c1)NNC(=O)c1ccccc1Cl | 4
CC(C)CCN(CCN1C(=O)c2ccccc2C1=O)CCN1C(=O)c2ccccc2C1=O | 8
C=CCOc1cccc(/C=N/NC(=O)C(=O)NCc2ccccn2)c1 | 1

Brought forward from above: 5 compounds, then new ones.
compound | ER stress surv
CS(=O)(=O)N(Cc1ccc(C(=O)N[C@@H]2CCCC[C@H]2O)cc1)c1ccccc1 | 8
CN(C)c1ccc(C2Nc3ccc(C(=O)c4ccccc4)cc3NC3=C2C(=O)CCC3)cc1 (stereo not drawn) | 97*
O=C(COc1ccc2ccccc2c1)NNC(=O)c1ccccc1Cl | 4
CC(C)CCN(CCN1C(=O)c2ccccc2C1=O)CCN1C(=O)c2ccccc2C1=O | 8
C=CCOc1cccc(/C=N/NC(=O)C(=O)NCc2ccccn2)c1 | 1
O=C(Nc1ccc(F)cc1)c1ccc(Br)c(S(=O)(=O)N2CCOCC2)c1 | 3
COc1cc(OC)c(NS(=O)(=O)c2ccc(F)cc2)cc1Cl | 5
Cc1cccc(OCC(=O)Nc2ccc(N3CCOCC3)cc2)c1 | 8
O=c1c(Oc2ccccc2Br)c(C(F)(F)F)oc2c(CN3CCOCC3)c(O)ccc12 | 4
CC1=CC(C)(C)N(C(=O)C(C)N2C(=O)c3ccccc3C2=O)c2cc(C)ccc21 (stereo not drawn) | 9
Cc1ccc(C2=NN(C(=N)SC3CC(=O)N(c4ccc(F)cc4)C3=O)C(c3ccc(Br)cc3)C2)cc1 (stereo not drawn) | 5
O=C(Nc1ccc2oc(-c3ccc(F)cc3)nc2c1)c1ccccc1I | 11
Cc1ccc(-n2nc3cc(C)c(NC(=O)c4cc([N+](=O)[O-])ccc4Br)cc3n2)cc1 | 0
COCCNC(=O)/C(=C/c1ccc(C(C)C)cc1)NC(=O)c1ccccc1 | 2
Cc1ccc(N(CCCCN2C(=O)c3ccccc3C2=O)C(=O)c2cccc(C(F)(F)F)c2)cc1 | 14
COc1ccc(C(=S)N2CCN(c3cccc(Cl)c3)CC2)cc1 | 0
COc1ccc(/C(C)=N/NC(=O)COc2ccc(Cl)cc2Cl)cc1OC | 8
CCn1c2ccccc2c2cc(CN3CCN(Cc4ccc(OC)c(Br)c4)CC3)ccc21 | 2
C=CCn1c(=S)[nH]c2scc(-c3ccc(C)cc3)c2c1=O | 2
COc1cc(NC(=O)c2ccc(-c3ccccc3[N+](=O)[O-])o2)ccc1NC(=O)c1ccco1 | 1
CCCNC(=O)c1c(NC(=O)c2ccccc2Cl)sc2c1CCC(C)C2 (stereo not drawn) | 5
S=c1[nH]nc(-c2cccnc2)n1-c1ccccc1 | 10
CCOC(=O)c1ccc(N=CC2=C(O)CC(c3ccccc3)CC2=O)cc1 (stereo not drawn) | 12
O=C(NCc1ccccn1)C(=O)N/N=C/c1ccccc1C(F)(F)F | -6
O=C(NNC(=O)c1ccc(Oc2ccc(C(=O)NNC(=O)c3ccncc3)cc2)cc1)c1ccncc1 | 0
Cc1ccc(-n2cnc(N)c2C(=O)c2ccc([N+](=O)[O-])cc2)cc1 | 2
Brc1ccccc1-c1nc(-c2cccnc2)no1 | -22
Cc1cc(C(=O)NCCCn2ccnc2)ccc1[N+](=O)[O-] | 2
COc1ccc(C2CC(=O)C3=C(C2)Nc2ccccc2NC3c2ccc(OCc3ccccc3)c(OC)c2)cc1 (stereo not drawn) | 0
O=C(CC(c1ccccc1)c1ccccc1)N1CCN(c2ccc([N+](=O)[O-])cc2)CC1 | 2
O=C1c2c(Cl)ccc(Cl)c2C(=O)N1c1ccccc1O | 18
O=C(O)CNC(=O)c1ccccc1Cl | 10
COc1cccc(-c2nnc(-c3ccc(OC)c(OC)c3)o2)c1 | -12
O=C(/C=C/c1ccccc1OCc1ccccc1)c1ccc(Cl)cc1 | 9
O=C1NC(=S)SC1=C1CCCCC1 | 1
Cc1ccc(C(=O)N(Cc2ccccc2)c2ccccc2)cc1 | 0
Brc1ccc(-c2nnc(SCCC3OCCCO3)o2)cc1 | 0
O=c1c2c3c(sc2[nH]c(=S)n1-c1ccccc1)-c1ccccc1CC3 | 7
CCOC(=O)CCCSc1nc2sc3c(c2c(=O)[nH]1)CCCC3 | 9
COc1ccc(C(=O)N/C(=C/c2cccs2)C(=O)NCCN2CCOCC2)cc1 | 0
CCOC(=O)c1ccc(NS(=O)(=O)c2c(C)cc(C)cc2C)cc1 | 6
O=C(NCc1cccnc1)c1cnn2c(C(F)(F)F)cc(-c3ccc4c(c3)OCO4)nc12 | 1
CC(Oc1ccc(Cl)cc1Cl)C(=O)N1CCN(c2ccc(Cl)cc2)CC1 (stereo not drawn) | 8
O=C(NCc1ccccn1)C(=O)Nc1ccc([N+](=O)[O-])cc1 | 10
Cc1nc(C=C2C(=O)C=Cc3ccccc32)c(O)o1 | -5
Cc1ccc(Cl)cc1NC(=O)C(=O)NN=C1CCN(C)CC1 | 5
COC(=O)C1=NN(C(=O)c2ccccc2)C(O)(c2ccc(Cl)cc2)C1 (stereo not drawn) | 6
O=C(COc1ccc(/C=N/NS(=O)(=O)c2ccccc2)cc1)Nc1cccc(Cl)c1 | 9
c1ccc(CCCN2CCN(C3CCCC3)CC2)cc1 | -8
CC(C)(C)NC(=O)c1cc(NC(=O)Cc2ccccc2)cc(NC(=O)Cc2ccccc2)c1 | 73*
COc1cc(OC)c(/C=N/N2CCN(c3ccccc3)CC2)c(OC)c1 | 6
O=C1C(Cl)=C(N2CCN(c3ccccc3)CC2)C(=O)N1c1ccccc1 | -1
COC(=O)CSc1nnc2n(-c3ccc(OC)cc3)c(=O)c3c4c(sc3n12)CCCC4 | 4
O=C(Nc1ccccc1C(=O)N1CCOCC1)c1ccc([N+](=O)[O-])cc1 | 4
Cc1cc(C)c(NS(=O)(=O)c2cccc([N+](=O)[O-])c2)c(C)c1 | 1
Cc1ccc(Br)cc1S(=O)(=O)N1CCN(c2ccccc2)CC1 | 9
CC(C)COC(=O)c1ccc(NC(=O)c2cccs2)cc1 | 16
COC(=O)C1=C(C)N(Cc2ccco2)C(=O)/C1=C\c1cccc([N+](=O)[O-])c1 | 2
O=C(CSc1nc2ccccc2o1)OCC(=O)c1ccc(Cl)cc1 | 6
Cc1ccc(OCC(=O)NC23CC4CC(CC(C4)C2)C3)c(Br)c1 | 2
O=C(COc1ccc(Cl)cc1)NNC(=O)Cc1ccc([N+](=O)[O-])cc1 | 6

(list continues)
compound | ER stress surv
O=C(N/N=C/c1c[nH]c2ccccc12)C1CC(=O)N(c2ccccc2)C1 (stereo not drawn) | -1
COC(=O)C1CC(OCc2ccccc2)C1 (stereo not drawn) | 4
O=C(Nc1nnc(COc2ccc(F)cc2)s1)c1ccc(F)cc1 | 2
C/C(NN1CCN(C)CC1)=C(\C#N)C(=O)NCc1ccccc1 | 8
O=C(Nc1cccc(C(F)(F)F)c1)c1ccc(CN2CCc3ccccc3C2)cc1 | -2
Cc1cccc(C(=O)NNC(=O)COc2cccc3ccccc23)c1O | 2
CCOC(=O)C(=CNc1ncccc1C)C(=O)OCC | -5
COc1ccc(/C=N/N2C(=O)c3ccccc3NC2c2ccc(OC)cc2)cc1 (stereo not drawn) | 2
CC1=C(C(=O)Nc2ccccc2C)C(c2ccc(F)cc2)NC(=S)N1 (stereo not drawn) | 2
COc1cc(C(=O)NN2C(=O)/C(=C/c3ccc(N(C)C)cc3)SC2=S)ccc1O | 6
COCCOC(=O)c1c(C)oc2ccc(NS(=O)(=O)c3cc(Cl)ccc3Cl)cc12 | 13
CCOC(=O)c1ccc(NC(=O)c2ccc(OCC(C)C)cc2)cc1 | 8
COc1ccc(CC(=O)Nc2ccc(NC(=O)c3ccc(Br)cc3)cc2)cc1OC | 3
O=C(/C=C/c1ccco1)N1CCC(CN2C(=O)c3cccc4cccc(c34)C2=O)CC1 | 2
CCOc1ccc(C(=O)N2CCN(c3ccccc3)CC2)cc1 | -8
CCOc1cc(C2Nc3ccccc3NC3=C2C(=O)CC(c2ccc(OC)cc2)C3)ccc1OC(=O)C1CC1 (stereo not drawn) | 2
COc1ccc(S(=O)(=O)N2CCN(C3CCC(C)CC3)CC2)cc1 (stereo not drawn) | 9
COc1ccc(NC(=O)c2ccccc2C(F)(F)F)cc1 | 9
Cc1nnc(N(CCC(N)=O)CCC(N)=O)s1 | 11
CCOc1ccc(C(=O)NCCNc2ccc([N+](=O)[O-])cc2)cc1Cl | 2
COc1cc(CN2CCN(Cc3ccncc3)CC2)cc(OC)c1O | 5
COc1ccc2c(c1)nc(SCC(O)c1ccccc1)n2C (stereo not drawn) | 8
Cc1ccc(CNC(=O)CN(c2cccc([N+](=O)[O-])c2)S(=O)(=O)c2ccccc2)cc1 | 0
O=C(/C=C/Nc1ccccc1F)c1ccc(Br)cc1 | -4

Rewritten with each value named: part of the list above.
CN(C)c1ccc(C2Nc3ccc(C(=O)c4ccccc4)cc3NC3=C2C(=O)CCC3)cc1 (stereo not drawn)
  ER stress surv: 97*
O=C(Nc1cccc(C(F)(F)F)c1)c1ccc(CN2CCc3ccccc3C2)cc1
  ER stress surv: -2

Later entries:
compound | ER stress surv
CCN(CC)CCCNC(=O)c1cccc([N+](=O)[O-])c1C | -1
O=C(CCCN1C(=O)c2cccc3cccc(c23)C1=O)N1CCN(c2ccccc2)CC1 | -1
O=c1oc2cc(Oc3ccc(C(F)(F)F)cc3[N+](=O)[O-])ccc2c2c1CCCC2 | 9
O=C(CC1Sc2ccc(C(F)(F)F)cc2NC1=O)Nc1ccccc1F (stereo not drawn) | 6
COC(=O)c1ccc(-c2ccc(/C=C3/SC(=S)N(Cc4ccccc4)C3=O)o2)cc1 | 12
Cc1cc(=O)oc2cc(OCC(=O)OCc3ccccc3)ccc12 | 1
Cc1ccccc1NC(=O)c1c(NC(=O)c2ccc([N+](=O)[O-])cc2)sc2c1CCCCC2 | 6
Cc1cc(/C=N/N2C(=O)c3ccccc3C2=O)c(C)n1-c1ccc(N(C)C)cc1 | -3
COc1ccc(C(=O)CSc2nnc(-c3ccco3)n2-c2ccccc2)cc1 | 9
COc1ccccc1C(=O)N1CCN(C=O)CC1 | 6
CC1(C)C(c2cccs2)=[N+]([O-])C2(CCCCCC2=O)N1O (stereo not drawn) | 9
O=C(NCCCN1CCOCC1)/C(=C/c1ccc(-c2cccc(Cl)c2)o1)NC(=O)c1ccccc1 | -1
Cc1cccc(NC(=O)CN(c2ccc(F)cc2)S(=O)(=O)c2ccccc2)c1 | 3
CCOc1ccc(-c2cc(C)n3nc(C(=O)N4CCOCC4)cc3n2)cc1 | 7
O=C(COc1ccccc1Cl)N/N=C/c1ccc(-c2ccccc2[N+](=O)[O-])o1 | 20
Cc1ccc(/C=C/C(=O)NCCc2ccccc2)o1 | -6
Cc1onc(-c2ccccc2)c1C(=O)N1CCN(C)CC1 | 4
CC(C)CN1C(=O)/C(=C/c2cccs2)SC1=S | 4
COc1ccc(CC/C(=N\O)C2(O)CCCCC2)cc1 | 3
O=[N+]([O-])c1ccc(Nc2c(F)c(F)c(F)c(F)c2F)cc1 | 5
O=C1OC(c2ccc(Cl)cc2)=C/C1=C\c1cccnc1 | -8
COc1ccc(-c2[nH]ncc2C=O)cc1OC | 20
O=S(=O)(c1ccccc1)N1CCN(Cc2ccccc2C(F)(F)F)CC1 | -2

This is a subset; count on the stated rates, not on these rows.
